Screening results deposited in PubChem BioAssay by National Center for Advancing Translational Sciences (NCATS).
12-LOX inh – inhibitors of human 12S-lipoxygenase ALOX12. P18054. purified 12hLO, xylenol orange hydroperoxide absorbance. Potency, µM (top dose mostly 108 µM), for inactives: top-dose activity change, negative = inhibition, hits mostly inhibitors. 1.1% of 580,000 active; active means well fitted inhibition curve with a large enough effect; inconclusive means small, poorly fitted or top-dose-only effect, or another doubt; inactive means no such curve, though single readings can be large or run the other way
Target sequence (P18054 whole entry, looked up): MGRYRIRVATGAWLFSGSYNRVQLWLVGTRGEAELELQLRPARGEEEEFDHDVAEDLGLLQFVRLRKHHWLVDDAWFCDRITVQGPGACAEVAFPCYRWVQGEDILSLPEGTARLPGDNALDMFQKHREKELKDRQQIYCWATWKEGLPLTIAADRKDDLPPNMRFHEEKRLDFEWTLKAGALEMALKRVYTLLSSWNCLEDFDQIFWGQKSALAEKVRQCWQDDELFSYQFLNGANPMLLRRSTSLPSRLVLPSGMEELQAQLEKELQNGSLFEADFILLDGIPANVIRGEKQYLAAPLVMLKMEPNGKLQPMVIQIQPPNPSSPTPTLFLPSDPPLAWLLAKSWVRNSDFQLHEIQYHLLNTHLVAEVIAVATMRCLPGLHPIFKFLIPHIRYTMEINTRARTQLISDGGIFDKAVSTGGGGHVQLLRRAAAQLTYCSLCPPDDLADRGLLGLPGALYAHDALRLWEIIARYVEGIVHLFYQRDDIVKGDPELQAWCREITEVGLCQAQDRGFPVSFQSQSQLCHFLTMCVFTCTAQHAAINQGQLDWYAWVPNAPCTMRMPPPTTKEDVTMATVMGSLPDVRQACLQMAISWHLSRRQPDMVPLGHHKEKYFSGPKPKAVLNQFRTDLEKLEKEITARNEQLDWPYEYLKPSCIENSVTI
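Purified human 12hLO (150 nM final) in 25 mM Hepes, 0.01% Triton X-100, pH 7.0 was preincubated 15 min at room temperature with compound. Then 40 uM arachidonic acid was added, 30 min. Hydroperoxide was read by Fe-XO absorbance ratio 573/405 nm.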
* marks the source's active call; other numbers are inactive results; [ ] = another dose, or the depositor's remark. On the % scale 0 is the no-effect control and ±100 the full control effect; potency means the concentration at half of the fitted maximal effect. This is a subset, so the mix of outcomes need not match the whole.

For N#Cc1ccc(C(=O)N2C[C@@H](COc3ccccc3)[C@H](C(N)=O)C2)cc1 the results were 12-LOX inh 34.9%[activator].
Screening COc1cc(=O)n2c(c1C(=O)N(C)Cc1nonc1C)CCN(C(=O)c1ccc(C)cc1C)CC2 returned 12-LOX inh -0.4%.
O=C1CC(c2ccccc2)N(CC2CCCCC2)CCCCCCN1 (stereo not drawn) was read as 12-LOX inh 50.1%[activator].
CS(=O)(=O)c1cnc(NCCc2cnc[nH]2)nc1C1CCCNC1 (stereo not drawn) was read as 12-LOX inh 8.6%.
`CCN(CC)Cc1ccccc1CNC(=O)C12CC3CC(CC(NC(C)=O)(C3)C1)C2` gave 12-LOX inh 2.9%.
For Cc1ccc2nc(-c3ccco3)c(Cc3ccsc3)n2c1 the results were 12-LOX inh inconclusive.
Screening O=C(c1ccccc1)N1CCCC2(C1)C(=NC1CCCC1)NC(=O)N2c1cc(F)cc(F)c1 (stereo not drawn) returned 12-LOX inh 68.9%[activator].
Screening O=C(NC1CCN(C(=O)N2CC3CC(C2)[C@H]2CCCC(=O)N2C3)CC1)c1ccccc1F (stereo partly drawn) returned 12-LOX inh -0.3%.
Cc1ccc2nc(C)c(C(=O)/C=C/c3ccccc3)c(-c3ccccc3)c2c1 was read as 12-LOX inh -2.3%.
COc1ccc(C(NC(=O)CNc2ccccc2C(N)=O)C2CC2)cc1 (stereo not drawn) was read as 12-LOX inh inconclusive.
O=C1CC(C(=O)N2CCc3nc(-c4ccccc4)[nH]c3C2)C2(CCCCC2)O1 (stereo not drawn) was read as 12-LOX inh 15.4%.
For CCN(C(=O)Cn1nc(-c2ccc(C)c(C)c2)ccc1=O)c1cccc(C)c1 the results were 12-LOX inh inconclusive.
c1cncc(-c2nc(CCNc3ncncn3)cs2)c1 was read as 12-LOX inh -0.4%.
For CCCn1cc(C(=O)NCC2COc3cc(OC)ccc3C2)c(C)n1 (stereo not drawn) the results were 12-LOX inh -4.6%.
`Cn1nccc1CN1CC2(C1)C(=O)Nc1ccccc12` gave 12-LOX inh 9.0%[12.5 µM].
CCCN1CCC(N(C)C(=O)Nc2ccc(F)cc2)CC1 was read as 12-LOX inh -36.4%.
Screening CC(C)c1nnc(NC(=O)C2CC(=O)N(c3n[nH]c4cccc(F)c34)C2)s1 (stereo not drawn) returned 12-LOX inh 8.6%.
`O[C@]1(c2ccccc2)CCN(Cc2ccco2)C[C@H]1N1CCCC1` gave 12-LOX inh 241.6%[activator].
For COc1ccc(CNC[C@H]2Cn3c(-c4ccc(Cl)cc4)cnc3CO2)cn1 the results were 12-LOX inh inconclusive.
For NC(=O)Cc1c[nH]c2ncc(-c3ccc(F)cc3)cc12 the results were 12-LOX inh -0.3%[176 µM].
For CC1CCCN(C(C)C(=O)Nc2ccc(C#N)cc2)C1 (stereo not drawn) the results were 12-LOX inh 1.6%.
Screening O=C1NCCCCCCN(S(=O)(=O)c2cccc(F)c2)[C@H]2CCC[C@@H]12 returned 12-LOX inh 11.9%.
CC(O)CNc1nc2c(c(=O)n(C)c(=O)n2C)n1Cc1c(Cl)cccc1Cl (stereo not drawn) was read as 12-LOX inh 40.3%[activator].
For Cn1c(CSc2ccccc2)nc2c1c(=O)[nH]c(=O)n2C the results were 12-LOX inh -5.3%.
Screening COc1ccc(C(=O)N[C@@H]2CCC[C@@H]2C(=O)NCCc2cccs2)cc1 returned 12-LOX inh 0.7%.
For Cc1cnc(CCNC(=O)C2CCOCC2)n1C1CCCCCCC1 the results were 12-LOX inh 105.1%[activator].
For Cc1cc(NC(=O)NCC(c2ccco2)N2CCCCC2)no1 (stereo not drawn) the results were 12-LOX inh 1.3%.
For O=C(NCC1Cn2cccc2C(=O)N1Cc1ccccc1)c1ccc(F)cc1 (stereo not drawn) the results were 12-LOX inh 2.3%.
For COC(=O)[C@H](C(C)C)N1Cc2nnn(Cc3ccccc3)c2-c2ccccc2S1(=O)=O the results were 12-LOX inh -13.0%.
For FC(F)(F)c1cccc(-c2ncc[nH]2)c1 the results were 12-LOX inh 45.9%[activator][176 µM].
`COC(=O)N(C)C[C@H]1OCc2cn(nn2)CCCC(=O)N([C@H](C)CO)C[C@@H]1C` gave 12-LOX inh -50.7%.
Screening COc1cc(SC)ccc1C(=O)OCC(=O)NCc1cccs1 returned 12-LOX inh 7.8%.
Cc1noc(-c2cccs2)c1C(=O)NC1CCc2ccccc21 (stereo not drawn) was read as 12-LOX inh 14.0%.
`O=C(Nc1nnc(C2CC2)s1)c1ccc(Cl)c(S(=O)(=O)N2CCCC2)c1` gave 12-LOX inh -33.5%.
For CCCNC(=O)C1COC2(CCN(C(=O)c3cccc(OC)c3)CC2)N1C(=O)c1ccccc1 (stereo not drawn) the results were 12-LOX inh 47.6%[activator].
For Cc1cc(NCCCNc2ccccc2)nc(-c2cccnc2)n1 the results were 12-LOX inh inconclusive.
Screening O=C(OCCOc1ccccc1F)c1n[nH]c(=O)c2ccccc12 returned 12-LOX inh -4.6%.
CC(C)=CC1C(C(=O)NC2CCCCC2C(F)(F)F)C1(C)C (stereo not drawn) was read as 12-LOX inh inconclusive.
For Cc1cc(C2CC(C(=O)NCc3cccc(F)c3)CN(C(=O)C3CC3)C2)ccc1F (stereo not drawn) the results were 12-LOX inh 2.2%.
For Cc1nnc(SCC(=O)Nc2sc3c(c2C#N)CCCC3)n1CC(C)C the results were 12-LOX inh 3.7%.
Screening O=C(CSc1cn(Cc2ccc(F)cc2)c2ccccc12)N1CCCCCC1 returned 12-LOX inh 16.3%.
Screening Cc1nc2c(c(-c3ccc(O)cc3)n1)CN(C(=O)c1ccc(Cl)nc1)CCC2 returned 12-LOX inh -7.8%.
`Cc1[nH]c(=O)[nH]c(=O)c1CCC(=O)Nc1nc(C2CC2)cs1` gave 12-LOX inh inconclusive.
For Cc1nc(-c2c3n(c(=O)n(CC(=O)NCc4ccccc4Cl)c2=O)CCCC3)no1 the results were 12-LOX inh 6.3%.
Cc1cc(C(=O)NCC(C)c2ccccc2)c2cccc(C)c2n1 (stereo not drawn) was read as 12-LOX inh 7.7%.
Screening Cc1cccc(NC(=O)CN2CCN(CCc3ccccc3)CC2)c1 returned 12-LOX inh 18.2%.
For COc1ccccc1CC(C#N)C(=O)Nc1cc(C)cc(C)c1 (stereo not drawn) the results were 12-LOX inh -11.7%.
`CN1C(=O)N(Cc2coc(-c3cccs3)n2)C(=O)C12CCCCC2` gave 12-LOX inh 20.4%.
CN(CC(=O)Nc1ccccc1C(=O)NC1CC1)Cc1ccc(F)cc1 was read as 12-LOX inh 35.0%[activator].
Cc1cc(C(=O)N[C@H](c2ccccn2)C2CC(O)C2)c2c(C)noc2n1 (stereo partly drawn) was read as 12-LOX inh -12.3%.
For COc1cc(NC(=O)c2c(-n3cnnn3)sc(C)c2C)cc(OC)c1 the results were 12-LOX inh 13.3%.
For CC1CCN(CCNC(=O)C2CCN(CC(F)(F)F)CC2)CC1 the results were 12-LOX inh 2.0%.
Cc1nn(CC(=O)O)c(=O)c2nc(C(C)C)sc12 was read as 12-LOX inh 6.1%.
O=C(O)c1ccc(CSc2ccc(Cl)cc2)cc1 was read as 12-LOX inh -16.2%.
`COc1cc(/C=C/C(=O)c2c(O)cc(C)oc2=O)ccc1O` gave 12-LOX inh -6.5%.
Screening Cc1ccc(CCC(=O)NCc2ccccn2)cc1 returned 12-LOX inh 13.5%.
Screening CCCS(=O)(=O)N1CCC(F)(c2nc(-c3ccccc3)no2)CC1 returned 12-LOX inh 26.3%.
`CSc1cccc(NC(=O)c2cc3c(N4CCSCC4)nc(C)cn3n2)c1` gave 12-LOX inh 55.6%[activator].
CCc1ccc(-c2nn(-c3ccccc3)cc2/C=N/O)cc1 was read as 12-LOX inh -2.4%.
CC1(C)CN(C(=O)c2coc(COc3ccc4c(c3)OCO4)n2)CCO1 was read as 12-LOX inh 16.4%.
Screening O=C(NCC1(N2CCOCC2)CCCCC1)c1nn(-c2ccccc2)c(=O)c2ccccc12 returned 12-LOX inh -4.1%.
Screening COc1ccccc1NS(=O)(=O)c1ccc2oc(SCCOc3ccccc3F)nc2c1 returned 12-LOX inh -14.0%.
Screening Cc1ccc(S(=O)(=O)N2CCN(Cn3nc(C)c4ccccc4c3=O)CC2)c(C)c1 returned 12-LOX inh 2.0%.
COc1ccc(C)cc1NC(=O)Cn1c(C)cc2nc3n(c(=O)c21)CCCC3 was read as 12-LOX inh -11.9%.
Screening Cn1c(=O)n(Cc2ccccc2)c(=O)c2c1nc(Br)n2CC(=O)c1ccccc1 returned 12-LOX inh -4.2%.
`O=C(O)c1ccc(CN2C[C@@H](F)[C@@H](OCc3nc4ccc(C(F)(F)F)cc4[nH]3)C2)cc1` gave 12-LOX inh inconclusive.
COc1cccc(C(=O)Nc2ccc3c(N4CCOCC4)ncnc3c2)c1 was read as 12-LOX inh 21.9%.
For CCCc1noc(-c2cccn3c(CNC(=O)CCC4CCCC4)nnc23)n1 the results were 12-LOX inh 47.1%[activator].
`FC(F)(F)c1cccc(-c2noc(CSc3nc4ccccc4o3)n2)c1` gave 12-LOX inh 11.9%.
Screening COc1ccccc1CNc1ncnc2ccc(-c3ccc4c(c3)OCO4)cc12 returned 12-LOX inh -18.3%.
Screening Fc1cccc(NC2CCCN(Cc3cccn3-c3nccs3)C2)c1 (stereo not drawn) returned 12-LOX inh 51.6%[activator].
COCc1nc(CCNC(=O)CCCc2cn(Cc3ccccc3Cl)c3ccccc23)no1 was read as 12-LOX inh 23.6%.
`O=C(OCc1cccc(Cl)c1)c1ccc(C2Nc3ccccc3S(=O)(=O)N2)cc1` (stereo not drawn) gave 12-LOX inh 26.7%.
`Cc1ccc(CN2CCc3nc(C(=O)Nc4cccnc4)oc3CC2)o1` gave 12-LOX inh 11.9%[176 µM].
Screening Cc1nn(-c2ccccn2)c(C)c1[C@@H]1C=C[C@@H](NC(=O)C2CCCCC2)C1 returned 12-LOX inh 26.3%[176 µM].
Screening COc1ccc(-c2nc3cc(C)ccc3cc2CN(C(=O)c2csc(C)n2)C2CC2)cc1OC returned 12-LOX inh 13.8%.
O=C(CCCc1cccs1)N1CCCC(O)(CN2CCCC2)C1 (stereo not drawn) was read as 12-LOX inh 56.0%[activator].
Cc1ccc(C(=O)N2C[C@@H](Oc3ccccc3)C[C@H]2C(=O)N2CCCC2)cn1 was read as 12-LOX inh 11.4%.
For Clc1ccc(/C=N/N=C(c2ccccc2)c2ccccc2)cc1 the results were 12-LOX inh 12.9%.
For Cc1ccc(F)c(NC(=S)NC2CC2)c1 the results were 12-LOX inh inconclusive.
Screening CCc1ccc2c(c1)cc(S(=O)(=O)c1ccccc1)c(=O)n2CC(=O)N1CCCCC1 returned 12-LOX inh inconclusive.
For Cc1nn(C)c(C)c1CCC(=O)N1C[C@@H](Oc2cccnc2)C[C@H]1C(=O)NC1CC1 the results were 12-LOX inh 20.1%.
For CN1CC(=O)N(C2CCCNCC2)Cc2c(NCC(C)(C)C)ncnc21 (stereo not drawn) the results were 12-LOX inh inconclusive.
Screening CCOc1ccc(Cl)cc1CN(C)C(=O)c1cccc(-n2cnnc2)c1 returned 12-LOX inh 14.8%.
CCN(CC)S(=O)(=O)c1ccc(-c2nc(C#N)c(N3CCCCC3)o2)cc1 was read as 12-LOX inh -2.8%.
O=C1CCC2(CCN(C(=O)c3cnccn3)CC2)CN1CC1CCCO1 (stereo not drawn) was read as 12-LOX inh 25.6%.
Screening CSc1ccccc1OCc1cc(C(=O)N2CCC(c3ccncc3)CC2)no1 returned 12-LOX inh 158.3%[activator].
`Cc1noc(-c2ccc(OC3CN(C(=O)C4CCOC4)C3)cc2)n1` (stereo not drawn) gave 12-LOX inh -2.0%.
O=C(c1ccccc1)N1CCC(n2c(=O)[nH]c3ccccc32)CC1 was read as 12-LOX inh -14.2%[176 µM].
For Cc1nc(N2CCN(C(=O)c3ccoc3)CC2)cc(C(F)(F)F)n1 the results were 12-LOX inh 10.4%.
For CC1(C)Cc2sc3c(=O)n(Cc4ccc(Br)cc4)cnc3c2CO1 the results were 12-LOX inh -4.5%.
Screening CCN1c2cc(C(=O)Nc3cc(OC)cc(OC)c3)ccc2C(=O)N2CCCCC21 (stereo not drawn) returned 12-LOX inh 3.2%.

3 records drawn at random from those above:
For Cc1ccc(F)c(NC(=S)NC2CC2)c1 the results were 12-LOX inh inconclusive.
Screening CCOc1ccc(Cl)cc1CN(C)C(=O)c1cccc(-n2cnnc2)c1 returned 12-LOX inh 14.8%.
Cc1ccc(C(=O)N2C[C@@H](Oc3ccccc3)C[C@H]2C(=O)N2CCCC2)cn1 was read as 12-LOX inh 11.4%.

Of the compounds above, these have an NH in an aromatic ring:
CS(=O)(=O)c1cnc(NCCc2cnc[nH]2)nc1C1CCCNC1 (stereo not drawn) was read as 12-LOX inh 8.6%.
O=C1CC(C(=O)N2CCc3nc(-c4ccccc4)[nH]c3C2)C2(CCCCC2)O1 (stereo not drawn) was read as 12-LOX inh 15.4%.
Screening CC(C)c1nnc(NC(=O)C2CC(=O)N(c3n[nH]c4cccc(F)c34)C2)s1 (stereo not drawn) returned 12-LOX inh 8.6%.
For NC(=O)Cc1c[nH]c2ncc(-c3ccc(F)cc3)cc12 the results were 12-LOX inh -0.3%[176 µM].
For Cn1c(CSc2ccccc2)nc2c1c(=O)[nH]c(=O)n2C the results were 12-LOX inh -5.3%.
For FC(F)(F)c1cccc(-c2ncc[nH]2)c1 the results were 12-LOX inh 45.9%[activator][176 µM].
Screening O=C(OCCOc1ccccc1F)c1n[nH]c(=O)c2ccccc12 returned 12-LOX inh -4.6%.
`Cc1[nH]c(=O)[nH]c(=O)c1CCC(=O)Nc1nc(C2CC2)cs1` gave 12-LOX inh inconclusive.
`O=C(O)c1ccc(CN2C[C@@H](F)[C@@H](OCc3nc4ccc(C(F)(F)F)cc4[nH]3)C2)cc1` gave 12-LOX inh inconclusive.
O=C(c1ccccc1)N1CCC(n2c(=O)[nH]c3ccccc32)CC1 was read as 12-LOX inh -14.2%[176 µM].
